BAZ2B inh – BAZ2B (human) inhibition | AID 504333 | AlphaScreen BAZ2B-H3K14Ac peptide displacement | 4.4% of 360,000 active | Potency, µM (doses to about 114 µM), for inactives: top-dose activity change, negative = inhibition, most hits filed as inhibitors; further: potency means the concentration at half of the fitted maximal effect; on the % scale 0 is the no-effect control and ±100 the full control effect; nearly all actives have a fitted effect of over 60% in size
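AlphaScreen displacement of biotin-H3(5-23)K14Ac peptide (50 nM final) from BAZ2B (50 nM final) in PBS pH 7.4, 0.01% Tween-20; complex preformed 30 min RT, then compounds (top 110 uM) 30 min RT, beads 20 min dark.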
RGS4 inhibitor – human RGS4 inhibition | P49798 | Transcreener GDP fluorescence polarization, RGS4-accelerated GTP hydrolysis | Potency, µM (doses to about 114 µM), without a hit: at the top dose activity change, negative = inhibition, most hits filed as inhibitors | 0.039% of 390,000 active | AID 504845; further: potency means the concentration at half of the fitted maximal effect; on the % scale 0 is the no-effect control and ±100 the full control effect; nearly all actives have a fitted effect of over 75% in size; some results filed as inactive show a strong effect at the top dose
Target sequence (P49798 whole entry, looked up): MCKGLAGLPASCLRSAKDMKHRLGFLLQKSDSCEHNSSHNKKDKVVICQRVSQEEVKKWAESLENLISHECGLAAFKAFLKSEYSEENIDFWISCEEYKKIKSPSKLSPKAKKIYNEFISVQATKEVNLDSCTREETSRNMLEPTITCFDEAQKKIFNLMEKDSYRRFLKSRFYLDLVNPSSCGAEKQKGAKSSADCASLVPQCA
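MLSMR compounds (23 nl, pin-transferred) preincubated 10 min at room temperature with a 500nM (2x) first reagent, then RGS4 at 900nM (2x) plus Transcreener GDP mix added; fluorescence polarization (620/688 nm) read before and after 90 min at 30 °C.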
GLS inhibitor – inhibitors of human glutaminase (GLS) | AID 624170 | 0.21% of 410,000 active | GLS enzymatic activity, qHTS titration | O94925 | Potency, µM (doses to about 45.5 µM), inactives show top-dose activity change, negative = inhibition, actives largely listed as inhibitors; further: potency means the concentration at half of the fitted maximal effect; on the % scale 0 is the no-effect control and ±100 the full control effect
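Read-out is an Amplex red fluorescence increase coupled through glutamate oxidase and HRP, measured before and after 30 min room-temperature incubation. hKGA is in 45 mM KH2PO4 (pH 8.2) with 0.02% Tween-20; glutamine added as 1mM solution.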
JMJD2A Tudor – blocks the human JMJD2A Tudor domain | AlphaScreen JMJD2A-Tudor / H3K4me3 peptide binding | Potency, µM (highest dose often 114 µM), without a hit: at the top dose activity change, negative = inhibition, most hits filed as inhibitors | 4.4% of 390,000 active | AID 504339; further: potency means the concentration at half of the fitted maximal effect; on the % scale 0 is the no-effect control and ±100 the full control effect; nearly all actives have a fitted effect of over 50% in size
12-LOX inh – blocks human arachidonate 12S-lipoxygenase. AID 1671190. 1.1% of 580,000 active. purified 12hLO, xylenol orange hydroperoxide absorbance. Potency, µM (series often up to 108 µM), inactives show top-dose activity change, negative = inhibition, actives largely listed as inhibitors. P18054; further: potency means the concentration at half of the fitted maximal effect; on the % scale 0 is the no-effect control and ±100 the full control effect
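Purified human 12hLO (150 nM final) in 25 mM Hepes, 0.01% Triton X-100, pH 7.0 was preincubated 15 min at room temperature with compound. Then 40 uM arachidonic acid was added, 30 min. Hydroperoxide was read by Fe-XO absorbance ratio 573/405 nm.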
HP1b chromo inh – inhibitors of HP1-beta chromodomain binding to methylated histone tails | AlphaScreen HP1-beta / biotin-H3K9me3 peptide binding | Potency, µM (doses to about 114 µM), without a hit: at the top dose activity change, negative = inhibition, most hits filed as inhibitors | 0.56% of 390,000 active | P83916 | AID 540317; further: potency means the concentration at half of the fitted maximal effect; nearly all actives have a fitted effect of over 70% in size; inactives centre near 23
Target sequence (P83916 whole entry, looked up): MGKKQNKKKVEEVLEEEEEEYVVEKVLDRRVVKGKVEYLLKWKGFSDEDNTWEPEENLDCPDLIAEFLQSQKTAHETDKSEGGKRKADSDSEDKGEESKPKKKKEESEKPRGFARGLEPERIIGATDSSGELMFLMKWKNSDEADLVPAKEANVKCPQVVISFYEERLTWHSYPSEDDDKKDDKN
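AlphaScreen: HP1-beta (50 nM) preformed 30 min with biotin-H3(1-18)K9me3 peptide (50 nM) in PBS pH 7.4, 0.01% Tween-20. Compound added for 30 min at RT, then streptavidin donor/nickel chelate acceptor beads (10 ug/mL) for 30 min.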
G9a inh – G9a (human) methyltransferase inhibition; G9a H3K9 monomethylation, AlphaScreen, 2 h; Potency, µM (doses to about 102 µM), without a hit: at the top dose activity, negative = inhibition, hits mostly inhibitors; 8.8% of 350,000 active; AID 504332; further: potency means the concentration at half of the fitted maximal effect; on the % scale 0 is the no-effect control and ±100 the full control effect; nearly all actives have a fitted effect of over 75% in size
Target sequence (Q96KQ7 913-1193 limits assumed): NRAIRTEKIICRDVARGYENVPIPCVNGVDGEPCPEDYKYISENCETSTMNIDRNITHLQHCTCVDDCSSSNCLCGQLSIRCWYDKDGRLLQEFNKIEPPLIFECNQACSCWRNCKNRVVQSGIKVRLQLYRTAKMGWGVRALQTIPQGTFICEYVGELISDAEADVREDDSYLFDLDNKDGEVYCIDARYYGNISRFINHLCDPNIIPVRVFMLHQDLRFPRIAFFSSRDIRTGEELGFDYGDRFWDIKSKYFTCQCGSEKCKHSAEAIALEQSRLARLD
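Quantitative HTS format: methyltransferase activity on a biotin-tagged H3K9 peptide is measured by AlphaScreen, using a rabbit anti-monomethyl-H3K9 antibody with streptavidin donor and anti-IgG acceptor beads. Final levels are 20 nM enzyme, 500 nM peptide, 20 uM SAM; 2 h RT.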
ERG Ets-DNA blk – inhibitors of human ERG Ets domain-DNA interaction | P11308 | 0.028% of 370,000 active | AID 624246 | Potency, µM (top dose mostly 76.9 µM), for inactives: top-dose FP activity, negative = inhibition, most hits filed as inhibitors | fluorescence polarization, His-ERG Ets domain / labelled DNA; active means well fitted inhibition curve with a large enough effect in the polarisation, with a control signal flat; inconclusive means small, poorly fitted or top-dose-only effect, or effect the other way, or a change in a side signal; inactive means no such curve, though single readings can be large or run the other way; the % refers to the polarisation;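 further: polarization taken with two DNA probes labelled with fluorescein and Texas red; potency means the concentration at half of the fitted maximal effect; % of control where 0% means no effect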
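His-tagged ERG Ets domain (1 uM in the protein solution; 300mM KCl, 50mM Tris-HCl, 1mM EDTA, 1mM DTT, pH 7.5) received compound, then a probe mix of 5 nM fluorescein-DNA and 100nM Texas-615-DNA. Fluorescence polarization was read for both dyes.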
PI4K2A block – blocks human PI4K2A kinase activity | Q9BTU6 | purified PI4K2A, ADP-Glo luminescence, 1 h; hits give low values | activity change, negative = inhibition, % at 76.9 µM | 0.13% of 420,000 active; in the data active means activity change below about -50%; inconclusive means mostly about -30% to -49%;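 further: -100% = wells without enzyme as full effect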
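Compounds are screened against recombinant PI4K2A using PI as substrate and ATP, the latter dispensed at 300 microM. Reactions run one hour at ambient temperature before ADP-Glo detection; full inhibition defined by wells lacking enzyme.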
An asterisk follows results filed as active; u = inconclusive; x = not tested or not shown; [ ] = dose if it differs, or a comment. Unless noted, the call rests on the fitted dose curve; in most records, active means well fitted curve in the direction sought with a large enough effect; inconclusive means small, poorly fitted or top-dose-only effect, or another doubt; inactive means no such curve, though single readings can be large; an effect the other way counts as inactive or inconclusive.

SMILES | BAZ2B inh | RGS4 inhibitor | GLS inhibitor | JMJD2A Tudor | 12-LOX inh | HP1b chromo inh | G9a inh | ERG Ets-DNA blk | PI4K2A block
CCOc1ccc(S(=O)(=O)Nc2cc(C)ccn2)c2ccccc12 | 2.2% | -9.7% | -0.2% | -7.5% | 0.0% | 27.5% | 2.6%[59 µM] | -11.0% | 6.4
COc1cc(C)nc(Oc2ccc(/C=N/O)cc2)n1 | x | 20.2% | 26.1% | -0.7% | 148.1%[activator] | 24.0% | 15.0%[59 µM] | -1.8% | -1.1
O=C1CC(Sc2ccc(Cl)cc2)C(=O)N1c1ccc2c(c1)OCCO2 (stereo not drawn) | -13.2% | -25.0% | -3.1% | 8.9% | 17.1% | 63.9%[activator] | u | 1.2% | 2.1
Cc1nnc(SCC(=O)c2cc(C)n(-c3ccc4c(c3)OCO4)c2C)s1 | 44.7µM* | -3.9% | 25.3% | u | u | -22.1% | u | x | -6.0
CC(=O)N/C(=C\c1cccc([N+](=O)[O-])c1)C(=O)NC(C)C | -0.9% | 10.3% | 3.4% | -21.2% | 0.3% | 11.6% | -2.1% | 4.2% | 4.5
Cc1cccc(NC(=O)Cn2cccc2)c1 | -26.4% | 15.4% | -2.3% | -27.2% | -11.3% | 10.2% | -1.3% | 4.0% | 4.3
CCOC(=O)C1(CCOc2ccccc2)CCN(Cc2cccn2-c2cccnc2)CC1 | -37.3% | -1.7% | -0.5% | u | -8.8% | 0.3% | x | -1.7% | 1.0
O=C1/C(=C/c2ccccn2)SC(=S)N1c1cccc(O)c1 | -8.8% | -10.8% | -0.6% | -20.1% | 4.5% | 5.6% | -29.1% | 3.3% | 3.3
CCN1CCN(C(=O)Nc2cc(Cl)ccc2OC)CC1 | -15.1% | -11.0% | -18.8% | -5.4% | -13.1% | 18.7% | 50.1µM* | 3.4% | -2.0
Cc1ccc(C2NNC(=O)C2NC(=O)c2ccccc2)cc1 (stereo not drawn) | -7.0% | -29.4% | 36.1%[activator] | u | 25.1µM* | 0.6% | 2.24µM* | -2.3% | -3.6
O=C(N/N=C/c1cccs1)c1ccc(-n2cccc2)cc1 | -10.6% | 3.8% | -1.4% | -0.7% | 2.0% | 26.1% | x | -18.9% | -11.9
CC1CCCC(NC(=O)COC(=O)/C=C/c2ccc3c(c2)OCO3)C1C (stereo not drawn) | -5.1% | -1.5% | 8.2% | -7.7% | -13.6% | 6.1% | 6.2%[59 µM] | 13.2% | -4.9
CN1CCCN(C(=O)c2cc(-c3ccc(Cl)c(Cl)c3Cl)nc3ccccc23)CC1 | u | 12.8%[56.9 µM] | 6.9% | -18.8% | -5.3% | 24.6% | -46.3% | -5.4% | -0.1
Cc1ccc(C(C)C)c(OCC(=O)Nc2ccc(N3CCN(S(C)(=O)=O)CC3)cc2)c1 | -12.7% | -16.7% | -3.9% | -6.0% | 24.2% | 25.8% | 10µM* | 3.0% | 3.2
Cc1ccc2c(c1)N(C(=O)CSc1nncn1C)C(C)(C)c1ssc(=S)c1-2 | x | u | 5.9% | 79.4µM* | 35.5µM* | -32.7% | 14.1µM* | 4.8% | 4.0
O=C(Cc1c(F)cccc1Cl)Nc1nc2ccccc2s1 | -19.8% | 6.9% | -2.1% | -6.7% | -19.5% | 59.5%[activator] | 1.0% | -9.5% | 0.8
COc1cc(C(C)=O)ccc1OCC(O)CN(CCO)Cc1ccccc1 (stereo not drawn) | x | 8.7% | -0.3% | -14.5% | -0.2% | 23.3% | 5.2% | 1.7% | 0.7
COc1ccc2nc(NC(=O)CN(c3ccc(C)cc3)S(=O)(=O)c3c(C)nn(C)c3C)sc2c1 | 9.0% | -18.7% | -5.9% | -34.2% | 0.0% | 1.7% | 9.5%[0.501 µM] | -16.1% | -1.9
COc1cc(/C=C2/C(=O)NN(c3ccccc3)C2=O)cc(Br)c1O | u | -7.3% | 20.9% | u | 0.0% | -24.4% | 39.8µM* | -3.9% | -5.1
COc1ccc(OC)c(NC(=O)NNC(=O)c2cc3occc3[nH]2)c1 | u | -15.1% | 47.2%[activator] | 1.6% | -11.2% | 54.0%[activator] | 50.1µM* | 8.6% | -8.4
COc1ccc(/C=C/C(=O)OCC(=O)N2CC(=O)Nc3ccccc32)cc1S(=O)(=O)N1CCOCC1 | -11.0% | -8.7%[56.9 µM] | 1.0% | -18.2% | -21.0% | 39.7%[activator] | 56.2µM* | -2.7% | -1.1
Cc1c(Cl)cccc1NC(=O)CSc1nnc(C)n1CC1CCCO1 (stereo not drawn) | 7.3% | 29.0% | -0.7% | -6.7% | -3.4% | -1.2% | -0.2% | -4.3% | 2.5
COCCNc1nc2nonc2nc1N1CCCC1c1nccs1 (stereo not drawn) | -6.4% | -7.2% | 20.9% | -2.8% | -9.2% | 31.4% | 5.9%[0.501 µM] | -4.5% | -0.1
c1ccc(CSc2nnc(-c3ccco3)c(-c3ccco3)n2)cc1 | 20µM* | u | 3.9% | 17.8µM* | x | 39.8µM* | 6.31µM* | -10.9% | u
N#Cc1ccc(NC(=O)COC(=O)C2=COCCO2)cc1 | -1.5% | -22.6% | 5.1% | 3.9% | 0.1% | 34.1%[activator] | -7.4% | -0.7% | -0.3
COc1ccc(C(=O)Nn2c(SCC(=O)NCC3CCCO3)nc3ccccc3c2=O)cc1 (stereo not drawn) | -5.0% | 8.6% | 12.5% | -10.6% | 0.2% | 44.3%[activator] | -9.3%[59 µM] | -10.2% | -28.3
COc1ccc(OC)c(N/C=C/C(=C(C#N)C#N)N(C)C)c1 | -21.4% | 11.7% | -0.1% | -21.7% | -16.1% | 20.1% | u | 0.7% | 8.2
COc1ccc([N+](=O)[O-])cc1N(CC(=O)NCCCOC(C)C)S(C)(=O)=O | 0.1% | 8.0% | 1.0% | -1.4% | 0.6% | 21.7% | x | 14.6% | -4.2
Cc1ccc(Cl)cc1NC(=O)COC(=O)CC(C)(C)C | -1.5% | -5.7% | -0.1% | -11.4% | -12.9% | 30.6% | -31.8% | -2.8% | -1.5
O=C(NCc1nc2ccccc2[nH]1)c1cccc(S(=O)(=O)N2CCOCC2)c1 | 2.0% | -2.7% | -3.3% | -9.5% | 7.0% | 19.8% | 10.1%[59 µM] | -15.6% | 5.3
CCn1c(SC)nc2cc(S(=O)(=O)N3CCCCC3)ccc21 | 4.2% | 3.4% | -33.2% | -25.2% | -6.6% | 36.5% | u | 10.8% | -10.1
CCOC(=O)N1CCN(C(=O)c2c(Cl)cnn2C)CC1 | -3.1% | 17.1% | 1.9% | -1.4% | 9.1% | 16.4% | 7.2% | -6.1% | -1.6
Cc1oc2c(O)c(O)ccc2c(=O)c1-c1ccccc1 | u | -21.1% | 1.5% | 8.91µM* | u | 17.0% | u | 1.1% | -6.2
Cc1cc(C)nc(NC(N)=NCCc2ccccc2)n1 | x | -15.4% | -15.5% | -16.1% | -10.9% | -12.8% | x | 2.3% | -0.3
COc1ccc(N2CCc3c(C)nc4c(OC)cc(OC)cc4c32)cc1 | -26.5% | 0.7% | -15.0% | -22.1% | 38.6%[activator] | 7.7% | 21.0%[12.7 µM] | -4.1% | 0.7
CC(C)Oc1ccc(C(=O)N2CCCc3ccccc32)cc1 | 21.8% | 25.4% | -7.5% | 0.8% | -15.0% | 29.8% | 19.1%[59 µM] | -3.4% | 3.9
O=C(OCC(=O)N1CCCCCC1)c1cccc(Cl)c1 | 6.2% | -3.2% | 0.0% | -7.2% | 1.8% | 29.8% | -1.2%[2.33 µM] | 7.0% | -0.9
O=C(NCc1cc2ccccc2[nH]1)C1CCC(=O)N(CCCN2CCCC2=O)C1 (stereo not drawn) | -24.8% | -4.1%[56.9 µM] | -1.5% | -28.4% | -6.0% | 46.1%[activator] | -12.5% | 12.8% | -1.7
O=C(Cn1c(=O)oc2cc(Cl)ccc21)Nc1cccc(C(F)(F)F)c1 | 5.7% | -20.9% | 5.0% | -1.0% | -24.2% | 38.6% | -36.1%[59 µM] | 4.0% | 0.1
N#Cc1ccc(-c2ccc(OCC3CNC(=O)O3)cc2)cc1 (stereo not drawn) | -20.1% | 1.0% | 8.3% | -2.8% | 0.0% | 30.4% | 0.4% | -5.2% | -3.2
CCOC(=O)C(=CN(CCc1ccccc1)CC(=O)OC)C(=O)OCC | 6.7% | -3.1% | -7.9% | 9.0% | 11.9% | 43.5%[activator] | 6.2% | -1.5% | -3.4
Cc1nc(CC(=O)NNS(=O)(=O)c2ccc3ccccc3c2)cs1 | -37.2% | 0.3% | 9.1% | -4.2% | 4.1% | 28.8% | -3.9%[59 µM] | -1.2% | 1.1
CCN1CCN(CCOc2cccc(Oc3ccccc3)c2)CC1 | 20µM* | 13.8% | 1.6% | 4.47µM* | u | u | 22.4µM* | -9.6% | 12.4

Whole records, quoted from the list. Values in the order: BAZ2B inh, RGS4 inhibitor, GLS inhibitor, JMJD2A Tudor, 12-LOX inh, HP1b chromo inh, G9a inh, ERG Ets-DNA blk, PI4K2A block
Shown for `Cc1cccc(NC(=O)Cn2cccc2)c1` = -26.4%, 15.4%, -2.3%, -27.2%, -11.3%, 10.2%, -1.3%, 4.0%, 4.3
Shown for `N#Cc1ccc(NC(=O)COC(=O)C2=COCCO2)cc1` = -1.5%, -22.6%, 5.1%, 3.9%, 0.1%, 34.1%[activator], -7.4%, -0.7%, -0.3

Assay outcomes from PubChem BioAssay.

These rows are one share of the data; the hit share may differ from the screen's.
